# ER stress death – ER stress cell death inhibition; 0.33% of 48,000 active; CSM14.1 thapsigargin ER stress survival, ATP luminescence; relative survival (cellular ATP), % at 15 µg/mL (by protocol); AID 1010;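 active means survival measured by cellular ATP above 50% at 15 µg/ml in the first screen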;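 further: cell death triggered by about 15 µM thapsigargin; ATP read 24 h after thapsigargin was added; plate controls were thapsigargin with DMSO for no effect and DMSO without thapsigargin for full effect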
# An asterisk follows results filed as active. Some of the compounds tested (hit frequency here may not be typical).
canonical_smiles	ER stress death
COc1ccc(C2=NN(C(C)=O)C(c3ccc([N+](=O)[O-])cc3)C2)cc1 (stereo not drawn)	9
COc1ccc(Oc2ccc(N)cc2)cc1	4
CC(=O)OCCCNc1cc(N2CCCC2)ccc1[N+](=O)[O-]	-2
Cc1cc(NC(=O)CSc2nc(-c3ccccc3)cc(-c3ccccc3)n2)no1	5
O=[N+]([O-])c1ccc(NCCCNS(=O)(=O)c2ccccc2)c(Cl)c1	4
Cc1ccccc1-c1nc2ccccc2c(=O)n1/N=C/c1c[nH]c2ccccc12	12
O=C(N/N=C/c1ccccc1O)c1c[nH]c2ccccc12	1
COc1cc(/C=N\NC(=O)CNc2ccc(C)cc2)ccc1OCc1ccccc1	9
CN1CCN(Cc2c(O)ccc3cc(-c4nc5ccccc5s4)c(=O)oc23)CC1	0
O=[N+]([O-])c1cccc(Nc2ncnc3ccccc23)c1	1
COc1ccc(/C=N/NC(=O)c2cc(=O)[nH]c3ccccc23)cc1OC	1
CCOC(=O)c1c(-c2ccc(C)cc2)csc1NC(=O)C1CC1	2

canonical_smiles	ER stress death
CCCOc1ccc(CCc2n[nH]c(=S)n2-c2ccccc2)cc1	-6
CCC(CC)C(=O)Nc1ccc(S(=O)(=O)Nc2cnc3ccccc3n2)cc1	1
CCOC(=O)C1=C(N)c2ccccc2CC1(C)C1CCCCC1 (stereo not drawn)	-4
COc1ccc2c(=O)c(-c3ccccc3OC)c(C(F)(F)F)oc2c1	9
O=C(c1cc(Br)ccc1Cl)N1CCN(c2ccc([N+](=O)[O-])cc2)CC1	3
Cc1cc(OCC(O)CN2CCN(c3ccccc3)CC2)cc(C)c1Cl (stereo not drawn)	-5
CC(C)CC(C(=O)O)n1c(O)c(C2=c3ccccc3=NC2=O)sc1=S (stereo not drawn)	-3
CCOC(=O)c1c(-c2cccs2)csc1NC(=O)c1ccc(F)cc1	3
O=C1C(Cc2c[nH]c3ccccc23)NC(=S)N1c1ccccc1 (stereo not drawn)	5
Cc1cc(C)n(C(=O)C(C)Oc2ccc(Cl)cc2)n1 (stereo not drawn)	3
CCOc1ccc(-c2c(C)sc(N)c2C(=O)OC)cc1	1
O=C(NCCCn1ccnc1)c1cc2c(ccc3ccccc32)oc1=O	0

# A draw from above in order of molecular weight, smallest number first.
canonical_smiles	ER stress death
Cc1cc(C)n(C(=O)C(C)Oc2ccc(Cl)cc2)n1 (stereo not drawn)	3
CCCOc1ccc(CCc2n[nH]c(=S)n2-c2ccccc2)cc1	-6
O=C(c1cc(Br)ccc1Cl)N1CCN(c2ccc([N+](=O)[O-])cc2)CC1	3

# Next section
canonical_smiles	ER stress death
CC1(C)CC(=O)C2=C(C1)N(Cc1ccccc1)C1=C(C(=O)CC(C)(C)C1)C2c1cccs1	2
O=C1/C(=C/c2ccc3c(c2)OCO3)SC(=S)N1Cc1ccco1	4
O=C(CC1(O)C(=O)Nc2ccc(Br)cc21)c1ccc2ccccc2c1 (stereo not drawn)	8
COc1ccc(N2C(=O)C(O)=C(C(=O)/C=C/c3ccccc3)C2c2ccc(Cl)cc2)cc1 (stereo not drawn)	5
CC1=NN(c2cccc(C(=O)O)c2)C(=O)/C1=C\c1ccc(-c2ccc([N+](=O)[O-])cc2)o1	3
Cc1ccc(S(=O)(=O)N2CCN(c3ccccc3)CC2)cc1[N+](=O)[O-]	11
CC(=O)Nc1ccccc1NC(=O)c1ccccc1F	11
Cc1no[n+]([O-])c1COc1ccc(/C=C2\NC(=S)NC2=O)cc1	2
CCOc1cc(C2NC(=S)NC(C)=C2C(=O)Nc2ccc(Cl)cc2)ccc1O (stereo not drawn)	-2
COc1ccc(OC)c(NC(=O)CN(c2ccccc2)S(=O)(=O)c2ccccc2[N+](=O)[O-])c1	1
O=C1CCC(c2ccccc2)N1C(=O)c1cccnc1 (stereo not drawn)	4
COC(=O)c1ccc(CSc2nnc(CCCN3C(=O)c4cccc5cccc(c45)C3=O)n2-c2ccccc2)cc1	15

canonical_smiles	ER stress death
CC(=O)N(c1ccccc1)c1c(F)c(F)c(F)c(F)c1F	2
Cc1cccc(C)c1NC(=S)NC(=O)c1ccccc1	7
Cc1cccc(N2C(=O)/C(=C/c3ccccc3[N+](=O)[O-])SC2=S)c1C	10
COc1ccc(C(=O)N2c3cc(C)ccc3C(Nc3ccc(C)cc3)CC2C)cc1 (stereo not drawn)	7
COc1ccc2c(oc(=O)c3ccccc32)c1C	0
Cc1ccccc1NC(=O)CN(c1cccc(Br)c1)S(=O)(=O)c1ccccc1	2
CCOc1ccccc1NS(=O)(=O)c1ccc(OC)c(OC)c1	8
CCOc1ccccc1NC(=O)c1c(NC(=O)c2ccccc2Cl)sc2c1CCCC2	-2
C/C(=N\N1CCN(c2ccccc2)CC1)c1ccc(F)cc1	-4
COc1ccc2c(c1)c(C1N3CC4(C)CN1CC(C)(C3)C4=O)c(C)n2C (stereo not drawn)	10
Cc1ccc(C(=O)O/N=C(/c2nonc2N)N2CCOCC2)cc1	19
COc1cccc(OCCOc2ccccc2/C=C2/SC(=S)N(c3ccccc3)C2=O)c1	15

canonical_smiles	ER stress death
O=C(COc1ccc([N+](=O)[O-])cc1)Nc1cccc(Cl)c1Cl	-2
N#C/C(=C\c1ccc(C(=O)O)cc1)C(=O)NCC1CCCO1 (stereo not drawn)	10
O=C(CN1C(=O)/C(=C/c2ccccc2Cl)SC1=S)N1CCOCC1	-2
CC1CC(CCN)(c2ccccc2)C(C)CN1C (stereo not drawn)	-4
O=C1C2C3C=CC(C2C(=O)N1C1CCCCC1)C1C(=O)N(C2CCCCC2)C(=O)C31 (stereo not drawn)	3
O=C(CN1C(=O)c2ccc([N+](=O)[O-])cc2C1=O)NN1C(=O)c2ccccc2C1=O	9
CCOC(=O)c1c(NC(=O)NN)sc2c1CCCC2	1
O=C(COc1ccc(Br)cc1)Nc1cccnc1	7
O=C1NC(=O)N(c2cccc(Br)c2)C(=O)/C1=C/c1ccccc1Cl	5
Cc1n[nH]c(C)c1Sc1ccccc1N=Cc1ccc(Cl)cc1Cl	13
CN(C)c1ccc(/C=N/NC(=O)CN2CCCCC2)cc1Br	7
CCOc1ccc(N2C(=O)NC(=O)/C(=C\c3cc(Br)ccc3OC)C2=O)cc1	4

# An excerpt of these results, with each value named.
SMILES: O=C(COc1ccc([N+](=O)[O-])cc1)Nc1cccc(Cl)c1Cl
  ER stress death: -2
SMILES: N#C/C(=C\c1ccc(C(=O)O)cc1)C(=O)NCC1CCCO1 (stereo not drawn)
  ER stress death: 10
SMILES: O=C(CN1C(=O)/C(=C/c2ccccc2Cl)SC1=S)N1CCOCC1
  ER stress death: -2
SMILES: CC1CC(CCN)(c2ccccc2)C(C)CN1C (stereo not drawn)
  ER stress death: -4

# For reference, part of the list above:
canonical_smiles	ER stress death
COc1ccc(C2=NN(C(C)=O)C(c3ccc([N+](=O)[O-])cc3)C2)cc1 (stereo not drawn)	9
COc1ccc(Oc2ccc(N)cc2)cc1	4
CC(=O)OCCCNc1cc(N2CCCC2)ccc1[N+](=O)[O-]	-2
Cc1cc(NC(=O)CSc2nc(-c3ccccc3)cc(-c3ccccc3)n2)no1	5
O=[N+]([O-])c1ccc(NCCCNS(=O)(=O)c2ccccc2)c(Cl)c1	4

# (cont.)
canonical_smiles	ER stress death
O=C1NC(=Nc2ccc(O)cc2)S/C1=C\c1ccc(Cl)cc1	-4
Cc1oc(/N=C/c2cccc3ccccc23)c(C#N)c1C	7
COc1ccc(S(=O)(=O)N(CC(=O)N[C@@H]2C[C@H]3CC[C@@H]2C3)c2ccc(C)cc2)cc1OC	3
COc1cc(C(=O)N2CCN(C3CCC(c4ccccc4)CC3)CC2)cc(OC)c1OC (stereo not drawn)	7
CC(C)c1nnc(NC(=O)Nc2ccccc2)s1	0
CC12CC3(C)CC(C)(C1)CC(C(=O)NN)(C2)C3	7
CCC(C(=O)n1nnc2ccccc21)c1ccccc1 (stereo not drawn)	7
CCOC(=O)C1=C(C)NC2=C(C(=O)CC(C)(C)C2)C1c1cccc(O)c1 (stereo not drawn)	8
COc1ccccc1N1CCN(/N=C\C=C\c2ccccc2)CC1	8
CCN(CC)C(=O)C12CC3CC(C1)CC(C(=O)N(CC)CC)(C3)C2	6
CCOCCOC(=O)c1ccc(NC(=O)c2cccc(Cl)c2)cc1	5
CCOC(=O)c1ccc(N2NC(=O)/C(=C/c3cccc(OC)c3O)C2=O)cc1	6

# Taken from above.
# In ER stress death, CCOC(=O)c1ccc(N2NC(=O)/C(=C/c3cccc(OC)c3O)C2=O)cc1 shows 6
# In ER stress death, COc1cc(C(=O)N2CCN(C3CCC(c4ccccc4)CC3)CC2)cc(OC)c1OC (stereo not drawn) shows 7
# In ER stress death, Cc1oc(/N=C/c2cccc3ccccc23)c(C#N)c1C shows 7
# In ER stress death, CCC(C(=O)n1nnc2ccccc21)c1ccccc1 (stereo not drawn) shows 7
# In ER stress death, CCN(CC)C(=O)C12CC3CC(C1)CC(C(=O)N(CC)CC)(C3)C2 shows 6
# In ER stress death, COc1ccccc1N1CCN(/N=C\C=C\c2ccccc2)CC1 shows 8
# In ER stress death, CC(C)c1nnc(NC(=O)Nc2ccccc2)s1 shows 0

# (next part)
canonical_smiles	ER stress death
COc1ccccc1N1CCN(C(=O)COc2cccc(C)c2)CC1	0
COc1ccc(OC)c(/C=C/C(=O)c2cccc(Br)c2)c1	11
O=C(Nc1ccccc1)Nc1nnc(-c2ccc(F)cc2)s1	-1
Cc1cc(C(=O)NC(C)C23CC4CC(CC(C4)C2)C3)c(C)o1 (stereo not drawn)	0
CCSc1nnc(-c2ccc(OC)cc2)c2ccccc12	0
Cc1c(Cl)cccc1NC(=O)c1ccccc1C(=O)O	2
CN(Cc1ccccc1)c1nc2ccccn2c(=O)c1C=C1SC(=S)N(CCc2ccccc2)C1=O	2
O=C1c2ccccc2C(=O)c2c1cc(NC1CCCCC1)c1nsnc21	-2
CN1C(=O)/C(=C\c2ccc(N(C)C)cc2)SC1=S	7
CCNC(=O)c1cc2c(C)nn(-c3ccccc3)c2s1	-3
CC(=O)Nc1ccccc1NC(=O)COc1ccccc1C	6
COc1ccc(Br)cc1C(=O)Nc1ccc(F)c([N+](=O)[O-])c1	-2

compound | ER stress death
COC(=O)C1=C(C)NC(=O)/C1=C\c1ccc(Br)cc1 | 6
COc1ccc(Br)cc1/C=C/C(=O)Nc1ccc(Cl)cc1 | 4
CC1(C)C=C(/C=C/c2ccccc2)NC(=S)N1 | 6
Cc1cccc(N(CC(O)CN(Cc2ccccc2)Cc2ccccc2)S(=O)(=O)c2ccccc2)c1 (stereo not drawn) | -1
COc1ccc(C2CC(=O)C3=C(C2)Nc2ccccc2NC3c2ccccc2Br)cc1OC (stereo not drawn) | 5
COc1ccccc1C1CC(c2c(-c3ccccc3)c3cc(Br)ccc3[nH]c2=O)=NO1 (stereo not drawn) | -1
CCC1=NN2C(=N)/C(=C/c3ccc(-c4cccc([N+](=O)[O-])c4)o3)C(=O)N=C2S1 | 8
O=C(Nc1nc2ccccc2s1)C1CCCCC1 | -4
Cc1ccc(NC(=O)C2CC(=O)N(c3ccc(Br)cc3)C2)c(C)c1 (stereo not drawn) | -2
CCN(CC)c1nc(-c2ccccc2)c2cc(Cl)ccc2n1 | 4
CCCOc1cccc(C(=O)Nc2ccc(F)cc2)c1 | 6
COc1ccccc1NC(=O)c1cc(-c2cccs2)nc2ccccc12 | 10
O=C(/C=C/c1cccc([N+](=O)[O-])c1)Nc1cccc(NC(=O)c2ccccc2Cl)c1 | 5
CC(C)C(=O)Nc1ccc(-c2cnc(-c3ccc(NC(=O)C(C)C)cc3)nc2)cc1 | 2
CC(=O)Nc1ccc(N2C(=O)C3C4CC(=O)C(c5ccccc54)C3C2=O)cc1 (stereo not drawn) | 10
O=[N+]([O-])c1cc(/C=N/N2CCN(Cc3ccc(Cl)cc3)CC2)ccc1Cl | 7
O=C(c1ccccc1F)N1CCN(c2cc(N3CCCC3)c(F)cc2[N+](=O)[O-])CC1 | -7
O=C(Nc1ccc(Cl)cc1)Nc1nnc(CSCc2ccccc2)s1 | 5
COc1ccc(NC(=O)C(=O)NCc2ccco2)cc1Cl | 5
COP(=O)(OC)C(Nc1cccc(C(F)(F)F)c1)c1ccc(Cl)cc1 (stereo not drawn) | 2

compound | ER stress death
COc1ccc(C2/C(=C(\O)c3ccc(Cl)cc3)C(=O)C(=O)N2CCCCCC(=O)O)cc1OC (stereo not drawn) | 2
CC1=NN(c2cccc(C(=O)O)c2)C(=O)/C1=C\c1ccc(-c2ccc(C)cc2[N+](=O)[O-])o1 | 1
O=C(NCCCn1ccnc1)c1ccc([N+](=O)[O-])cc1Cl | 8
CCOc1ccc2nc(SCC(C)=O)sc2c1 | -3
COc1ccc(/C=N/NC(=O)COc2ccccc2C)cc1Cl | 1
CC(C)C(=O)Nc1ccc2oc(-c3cc(I)ccc3Cl)nc2c1 | 7
O=C(c1ccc(-c2ccc(Br)cc2)o1)N1CCOCC1 | 2
O=C(CC(c1ccccc1)c1ccccc1)N1CCN(c2cccc(Cl)c2)CC1 | 23
Cc1ccnc(NS(=O)(=O)c2ccc(NC(=O)c3c(-c4ccccc4)noc3C)cc2)n1 | 10
COc1ccc(C(=O)Nc2ccc(C)cc2[N+](=O)[O-])cc1Cl | 1
COc1ccc(-c2nc(-c3ccccn3)no2)cc1OC | -10
O=C(O)CCC(=O)Nc1cc(NC(=O)CCC(=O)O)cc(C(=O)O)c1 | 4
O=C(Nc1ccc2nn(-c3ccc(F)cc3)nc2c1)c1ccc2c(c1)OCCO2 | 4
N#C/C(=C\c1cccc(Cl)c1)c1nc2ccccc2[nH]1 | -1
O=C(CCc1ccccc1)Nc1ccc(Cl)cn1 | -1
Cc1ccc(/C=N/N2CCN(Cc3ccc(Cl)cc3)CC2)o1 | -3
COc1ccc(S(=O)(=O)N(CCc2ccccc2)CC(=O)NCc2cccnc2)cc1 | 13
C=CCN1C(=O)/C(=C/c2cc(I)cc(I)c2OC)SC1=S | 16
COc1ccc(NC2=CC(c3ccc(OC)cc3)N(c3ccc(OC)cc3)C2=O)cc1 (stereo not drawn) | 2
CC(=O)C1=C(C)NC(c2ccc(Cl)cc2Cl)NC1c1ccc(Cl)cc1Cl (stereo not drawn) | 7
CCOC(=O)C1=C(C)NC(=S)NC1c1cccc(Br)c1 (stereo not drawn) | 6
O=C(NC1CCN(Cc2ccccc2)CC1)c1ccc(Br)cc1 | -3
Cc1ccccc1NC(=O)C(=O)NCc1ccc(Cl)cc1 | 6

# Assay outcomes from PubChem.
